Rtt109 HAT inh – blocks Candida albicans Rtt109/Vps75 acetyltransferase activity | purified Rtt109/Vps75, ThioGlo CoA-SH fluorescence, 4 h | AID 540336 | 330,000 tested, 0.16% active | Q5AAJ8 | inhibition, % at 34.9 µM;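 active = inhibition of at least 50% in every replicate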
Tat transport – inhibitors of E. coli Tat protein transport. E. coli MC4100 TorA-mCherry Tat export, fluorescence. inhibition, % at 10 µM. 340,000 tested, 0.036% active. AID 488895;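 active = mean replicate inhibition at least 50% and at least half of replicates individually reaching 50%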;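 note: exported cargo escapes ClpAP degradation while cytoplasmic cargo is degraded and loses fluorescence; 0% = median of neutral control wells and 100% = median of NaSCN control wells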
Wnt act – activates Wnt/beta-catenin signaling in a reporter cell assay. activation, % at 9.35 µM. AID 743398. activator, plate reader. 300,000 tested, 1.2% active; in the data active = activation above about 30%, passing the limit was not always enough;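 note: 0% = neutral control wells and 100% = positive control wells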
CAL PDZ FP-1 – inhibitors of human CAL PDZ peptide binding | inhibition, % at 24.9 µM | Q9HD26 | AID 602252 | 300,000 tested, 0.92% active | purified CAL PDZ, TMR-peptide fluorescence polarization, 1 h;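 active = mean inhibition of at least 30% with at least half of replicates also reaching 30%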;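 note: 0% = DMSO neutral control and 100% = excess unlabeled competitor peptide PRC23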
MITF act – MITF TRPM1 promoter activation in melanoma cells. activation, % at 12.5 µM. 300,000 tested, 0.75% active. SK-MEL-5 TRPM1-promoter luciferase, 24 h; % of positive control, neutral wells = 0. AID 588334;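 active = mean activation of at least 80% with every replicate also reaching 80%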;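 note: 0% = neutral control wells and 100% = parthenolide positive control wells; values of inactives mirror those of a sister screen read the other way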
CDK5 inh – blocks human CDK5/p35 kinase activity. Recombinant CDK5/p35, ADP-Glo luminescence, 60 min. inhibition, % at 10 µM. 330,000 tested, 0.01% active. AID 488839;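 active = highest replicate inhibition of at least 50% and at least 75% of replicates reaching 50%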;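 note: plate controls were DMSO neutral control for no effect and GW8510 at 10 µM for full effect; many of its hits are not listed in these tables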
Target sequence (Q00535 whole entry, looked up): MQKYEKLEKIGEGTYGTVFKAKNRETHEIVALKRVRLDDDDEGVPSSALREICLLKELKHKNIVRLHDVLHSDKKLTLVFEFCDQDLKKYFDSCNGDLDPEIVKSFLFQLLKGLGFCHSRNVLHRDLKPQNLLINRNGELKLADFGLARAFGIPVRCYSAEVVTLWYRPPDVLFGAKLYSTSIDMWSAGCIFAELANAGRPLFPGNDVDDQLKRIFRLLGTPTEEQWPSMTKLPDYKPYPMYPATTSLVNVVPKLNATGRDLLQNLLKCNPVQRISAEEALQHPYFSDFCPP
Target sequence (Q15078 whole entry, looked up): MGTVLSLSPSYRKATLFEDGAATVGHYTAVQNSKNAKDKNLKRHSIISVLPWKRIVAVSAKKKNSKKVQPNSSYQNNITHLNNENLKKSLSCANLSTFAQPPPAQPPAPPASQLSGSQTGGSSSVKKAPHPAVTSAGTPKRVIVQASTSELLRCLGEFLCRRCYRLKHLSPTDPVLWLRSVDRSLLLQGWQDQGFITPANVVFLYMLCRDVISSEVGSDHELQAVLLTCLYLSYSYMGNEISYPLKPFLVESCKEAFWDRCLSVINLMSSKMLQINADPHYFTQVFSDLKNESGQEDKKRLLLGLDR
dFosB act – enhances mouse delta FosB homodimer DNA binding; purified delta FosB, TAMRA-CDK5 oligo fluorescence polarization; percent of positive-control signal above neutral wells; activation, % at 25 µM; 340,000 tested, 0.99% active; AID 493131;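 active = mean activation above about 17%, with every replicate also reaching it, limit read from the data, passing the limit was not always enough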;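 note: fluorescence polarization rise as delta FosB binds a TAMRA Cdk5 AP-1 oligo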
Target sequence (P13346 whole entry, looked up): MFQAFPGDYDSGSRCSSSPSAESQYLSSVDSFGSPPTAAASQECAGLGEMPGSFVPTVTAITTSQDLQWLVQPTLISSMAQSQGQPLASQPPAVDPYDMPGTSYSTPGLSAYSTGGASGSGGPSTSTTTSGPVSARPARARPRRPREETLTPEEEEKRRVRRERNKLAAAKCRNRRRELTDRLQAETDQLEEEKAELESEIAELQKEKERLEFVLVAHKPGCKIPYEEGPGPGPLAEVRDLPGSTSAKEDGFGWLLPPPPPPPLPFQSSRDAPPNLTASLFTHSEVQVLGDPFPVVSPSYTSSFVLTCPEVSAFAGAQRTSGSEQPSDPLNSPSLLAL
cardiac RTF act – increases calcium sensitivity of human cardiac regulated thin filaments; P19429+P45379; IANBD-labeled TnC RTF fluorescence at EC20 calcium; 0% EC20 calcium, 100% full calcium; activation, % at 7.2 µM; 340,000 tested, 0.24% active; AID 493008;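 active = activation above the mean over all tested compounds plus 3 SD, cut at about 30% in these data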;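 note: rise in fluorescence read as greater calcium sensitivity of cardiac thin filaments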
CAL PDZ FP-2 – blocks peptide binding to human CAL PDZ domain. purified CAL PDZ, TMR-peptide fluorescence polarization, 1 h. inhibition, % at 20 µM. 330,000 tested, 0.02% active. AID 504414;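 active = highest replicate inhibition of at least 40%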;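 note: plate controls were DMSO neutral control wells for no effect and unlabeled competitor peptide control wells for full effect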
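Control set: unlabelled peptide and DMSO controls / Material: purified CerCALP PDZ construct / Timing: 1 h incubation at room temperature before polarization reading / Doses: 20 µM, one dose / Detection: fluorescence polarization (mP)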
V-ATPase pHluor – alters yeast V-ATPase proton transport; AID 504577; S. cerevisiae, pHLuorin cytosolic pH fluorescence; response, % at 10 µM; 350,000 tested, 0.37% active; in the data active = response mostly above about 7.3%, no sharp cut-off; inactive = mostly below about 5.4%; note: actives read high; inactives centre near 0; some compounds called inactive have numbers as strong as hits
An asterisk follows results filed as active; i = inactive; . = no result given.

SMILES | Rtt109 HAT inh | Tat transport | Wnt act | CAL PDZ FP-1 | MITF act | CDK5 inh | dFosB act | cardiac RTF act | CAL PDZ FP-2 | V-ATPase pHluor
N#Cc1c(-c2ccc(F)cc2)cc(-c2cccs2)nc1SCC(=O)O | 4 | 5 | 3 | -2 | 0 | -0.7 | -27 | -8 | -6.3 | 3
Cc1ccn2c(/C=N/OCc3ccc(F)cc3)c(-c3ccc(Cl)cc3)nc2c1 | -2 | 3 | . | . | 8 | 0.1 | -7 | 3 | -0.5 | -3
Cc1cc(NC(=O)COC(=O)CC2CCCC2)c([N+](=O)[O-])cc1C | 18 | 6 | 3 | -3 | 6 | 0.6 | -4 | -3 | 0.6 | -2
CCC(C)Nc1nc(OCC(F)(F)F)nc(OCC(F)(F)F)n1 (stereo not given) | 4 | -10 | . | -1 | 13 | -0.4 | -2 | 2 | -0.9 | -4
Cc1cc(C)c(C)c(S(=O)(=O)N2C(=S)NC(=O)C2CC(C)C)c1C (stereo not given) | -11 | 6 | -1 | -1 | 2 | -0.2 | -8 | -3 | -0.9 | -1
Cc1noc(C)c1C(=O)Nc1cc(S(=O)(=O)N2CCCCC2)ccc1N(C)C | 1 | -3 | . | -3 | 4 | 1.2 | -9 | -12 | -2.8 | -3
COc1cc(/C=N/NC(=O)CNC(=O)c2cccs2)ccc1O | 7 | 5 | -3 | -6 | -7 | -1.7 | -13 | 3 | 0.2 | 2
COc1ccc(N(CC(=O)Nc2cc([N+](=O)[O-])ccc2C)S(C)(=O)=O)cc1OC | -7 | -16 | 4 | -5 | -5 | -3.2 | -4 | -2 | 0.8 | 0
Cc1nc(SCC(=O)NC(=O)NC2CCCCC2)nc(C)c1C | 3 | 13 | -2 | -1 | -5 | 0.4 | -8 | 0 | -0.4 | -1
Cc1cccc(C)c1NC(=O)NN(C(=O)c1ccccc1)C(C)(C)C | 0 | -1 | -1 | . | 9 | -1.0 | -3 | -2 | -2.2 | 0
Cc1nnc2ccc(-c3ccc(NS(=O)(=O)c4ccccc4F)cc3)nn12 | -7 | -11 | 2 | . | 1 | -0.4 | -14 | 10 | -3.5 | -4
CCCn1c(SCC(=O)Nc2cccc(F)c2)nc(O)cc1=O | -6 | 7 | 0 | -1 | 5 | 0.2 | -2 | -3 | -0.2 | -8
CC(C)NC(=O)c1onc(CSc2ccc(Cl)cc2)c1C(=O)NC(C)C | 6 | -5 | 11 | 0 | 9 | -0.3 | -3 | 0 | -1.2 | 2
O=C(CN1CCN(S(=O)(=O)c2ccc(F)cc2)CC1)Nc1cc(C(F)(F)F)ccc1Cl | -4 | 1 | . | -1 | 14 | 0.4 | 1 | -2 | -0.4 | -2
CCC1CCCCN1Cc1nc(Cc2ccccc2Cl)no1 (stereo not given) | 0 | -7 | -2 | 1 | -1 | 1.9 | 3 | -5 | 0.0 | 1
O=C(CSc1nnc(NC2CCCCC2)s1)NC1CCS(=O)(=O)C1 (stereo not given) | 6 | 2 | . | -1 | . | 1.0 | -1 | 4 | -1.2 | -9
Cn1cc(CN2CCC(C(O)CCc3ccccc3)CC2)c(-c2ccccc2F)n1 (stereo not given) | -4 | -1 | -2 | -5 | -12 | 0.3 | -9 | 1 | -1.8 | -2
FC(F)(F)c1cccc(N2CCN(Cc3ccoc3)CC2)c1 | 10 | 9 | -1 | . | 13 | -3.0 | -3 | 3 | -0.9 | -5
Cc1ccc(NC(=O)CN2CCC(C(N)=O)CC2)cc1[N+](=O)[O-] | 1 | -5 | 13 | . | 2 | -1.8 | 10 | 1 | -0.3 | 0
CC1CCN(c2nc3c(c(=O)[nH]c(=O)n3C)n2CCCc2ccccc2)CC1 | -3 | -7 | -2 | . | 8 | 1.2 | -10 | 2 | 0.2 | -2
O=C(CSc1ccc(-c2ccccc2)nn1)NCc1ccco1 | 6 | 5 | 1 | -2 | . | -2.6 | -3 | 5 | -1.6 | 3
COc1ccc(N(C)C(=O)CCS(=O)(=O)c2cccc3nonc23)c(OC)c1 | . | 8 | 1 | -3 | . | 0.1 | 8 | -6 | -1.7 | 1
Nc1nc(CSc2n[nH]c(-c3ccccc3)n2)nc(Nc2ccccc2)n1 | 5 | -5 | . | -1 | 16 | -0.2 | -8 | -2 | -3.2 | 3
Cc1nc2c(Cl)cc(Cl)cc2[nH]1 | 3 | 3 | . | -4 | 11 | 1.1 | 1 | -2 | 0.4 | 0
Cc1ccc(S(=O)(=O)N2C[C@@H]3c4ccccc4N(S(=O)(=O)c4ccc(C)cc4)[C@@H]3[C@@H](C)C2CC(=O)c2ccccc2)cc1 (stereo not given in full) | 3 | -11 | -1 | -5 | -10 | 11 | -5 | 1 | -0.2 | 3
Remaining list, next part.
SMILES | Rtt109 HAT inh | Tat transport | Wnt act | CAL PDZ FP-1 | MITF act | CDK5 inh | dFosB act | cardiac RTF act | CAL PDZ FP-2 | V-ATPase pHluor
Cc1ccc(CC(NC(=O)c2ccccc2)C(=O)NCC(=O)O)cc1 (stereo not given) | -4 | 1 | . | -2 | -10 | 2.4 | -2 | 0 | -2.3 | 0
CC(=O)Nc1ccc(S(=O)(=O)N2CCSC2c2ccco2)cc1 (stereo not given) | -2 | 1 | -1 | 2 | -3 | -0.9 | -11 | 2 | -1.8 | -1
Cc1ccc(S(=O)(=O)/N=C(/Nc2ccccc2C)c2ccccc2)cc1 | -5 | -4 | 0 | -63 | -2 | -2.5 | -7 | 12 | -2.6 | -1
Cc1cc(C)c2c3c(sc2n1)C(=O)N(C)CC(=O)N3 | 7 | 2 | . | -4 | -6 | 1.4 | -1 | 1 | . | -3
Cc1cc(C)cc(-n2c(C)cc(/C=N\NC(=O)COc3cccc4cccnc34)c2C)c1 | -11 | 10 | -2 | -4 | 16 | 1.4 | -10 | -1 | -3.3 | -1
O=S(=O)(Nc1ccc(-c2ccc3nncn3n2)cc1)c1cc(F)ccc1F | -6 | -10 | 1 | -1 | 1 | 0.1 | -1 | 9 | -1.7 | 0
CCOC(=O)c1ccccc1NC(=O)Cn1cnc2c(nnn2-c2ccc(C)cc2)c1=O | 4 | -2 | 0 | . | . | -0.2 | 13 | 1 | -0.4 | 5
CCc1ccc2nc3sc(C(=O)Nc4nnc(CC)s4)c(N)c3cc2c1 | 2 | -5 | 15 | -3 | 59 | -1.7 | -7 | 4 | 0.7 | 1
CCS(=O)(=O)N1CCCC(C(=O)NC2CCC(C)CC2)C1 (stereo not given) | 5 | -7 | . | -1 | 15 | -1.2 | 0 | 2 | 0.2 | -1
Cc1cc(NC(=O)NC(C(F)(F)F)C(F)(F)F)no1 | -3 | 1 | 1 | 3 | -5 | 0.6 | 0 | -2 | 0.7 | -2
COc1cc(NC(=S)N2CCN(C(=O)C3CCCO3)CC2)c(OC)cc1Cl (stereo not given) | -9 | 1 | 26 | -6 | -9 | -2.1 | -5 | -1 | -1.4 | -3
CC(C)CC(OC(=O)c1ccco1)C(=O)NCC1CCCO1 (stereo not given) | -7 | -1 | 11 | -5 | 2 | 0.4 | -10 | -8 | 0.1 | 2
Cc1nn2c(N3CCN(CCO)CC3)c3c(nc2c1-c1ccccc1)CCCC3 | 2 | 1 | 3 | -2 | 12 | 0.2 | 4 | -4 | -1.3 | 1
O=C(CN1CCN(Cc2ccccc2)CC1)N/N=C/c1ccco1 | -8 | 4 | 3 | -1 | . | -0.8 | -12 | 2 | -0.2 | 0
COc1ccccc1CNC(=O)c1cc2c(s1)CS(=O)(=O)C2 | -5 | 0 | 0 | 3 | 10 | 0.5 | 1 | 1 | -0.3 | -6
CC(=O)c1ccc(NC(=O)CN(C)CC(=O)Nc2cccc(F)c2)cc1 | -1 | -1 | -1 | -5 | -3 | -0.5 | -9 | -7 | -2.3 | 1
COc1ccc(-c2nc(=S)c3c([nH]2)Oc2ccc(C)cc2C3)cc1O | -3 | 5 | -10 | -5 | -17 | 0.2 | -2 | -3 | -0.2 | -4
COC(C[C@H](O)[C@H](C)[C@@H](O)COCc1ccccc1)OC | -4 | -20 | 4 | 1 | 9 | 1.3 | 9 | -1 | -0.1 | -1
COc1ccc(N(CC(=O)NCc2ccccc2)S(=O)(=O)c2c(C)n[nH]c2C)cc1 | 8 | 1 | -1 | -4 | 5 | -0.1 | -2 | -6 | -1.6 | -1
CCC(CO)Oc1cc(NCc2ccc(C(F)(F)F)cc2)c2ncn(C(C)C)c2c1 (stereo not given) | 6 | 11 | -6 | 1 | -6 | -1.2 | -18 | -4 | 1.4 | -2
CCCc1cc(=O)oc2c(CN3CCCC3)c(O)c(Cl)cc12 | i | 23 | . | -4 | -8 | -10 | 2 | 4 | -1.2 | 1
COc1ccccc1NC(=O)[C@@H]1CCCN1S(=O)(=O)c1ccc(Cl)cc1 | 1 | -2 | 0 | 12 | -5 | 0.4 | -2 | 1 | 0.7 | 2
O=C(COC(=O)c1ccccc1NCCO)Nc1cccc(S(=O)(=O)NC2=NCCCCC2)c1 | -29 | 1 | 2 | 0 | -4 | 0.1 | 7 | -6 | -2.1 | -3
O=C(c1cccs1)c1coc2ccc(O)c(CN(CCO)CCO)c12 | 10 | -13 | . | . | -4 | 1.6 | -6 | -2 | -1.2 | 1
O=[N+]([O-])c1cccc(S(=O)(=O)N2CCN(c3ccccn3)CC2)c1 | 3 | 14 | -1 | -4 | . | 5.3 | 0 | -7 | -2.8 | -1
The listing continues.
SMILES | Rtt109 HAT inh | Tat transport | Wnt act | CAL PDZ FP-1 | MITF act | CDK5 inh | dFosB act | cardiac RTF act | CAL PDZ FP-2 | V-ATPase pHluor
COc1ccc(CC(=O)Nc2cc(C)on2)cc1 | 0 | -2 | 5 | 0 | 5 | 0.5 | 4 | -6 | -0.4 | -1
Cc1ccc(C2(c3noc(CN4CCC(C(=O)N5CCOCC5)CC4)n3)CCCC2)cc1 | -6 | 5 | 14 | 1 | -9 | 0.2 | -4 | -1 | -1.3 | 2
Clc1ccc(-c2nc3ccccc3n2OCc2ccccc2)cc1 | -9 | 2 | 10 | -5 | . | 1.3 | -11 | 2 | -1.6 | 0
O=C(c1ccc2c(c1)N(Cc1ccc(F)cc1)C(=O)c1ccccc1S2(=O)=O)N1CCN(c2ccccn2)CC1 | 7 | 3 | -12 | 1 | -7 | -1.5 | -26 | -1 | -2.2 | -5
N#Cc1cccc(NC(=O)Cn2cnc(S(=O)(=O)N3CCc4ccccc43)c2)c1 | -11 | -1 | . | -4 | -14 | 1.2 | -10 | 1 | -2.3 | 2
Cc1cccc(C)c1OCC(=O)Nc1ccccc1N1CCCCC1 | -2 | 7 | 2 | 0 | -6 | -0.6 | -6 | 0 | -3.1 | 0
O=C(/C=C/c1cccc([N+](=O)[O-])c1)N1CCN(Cc2ccccc2)CC1 | -12 | 3 | -1 | -7 | . | 0.1 | -11 | 5 | -0.1 | -4
CC(=O)Nc1cccc(/C(C)=N/NC(N)=S)c1 | -2 | -4 | 0 | -1 | 13 | -0.3 | -9 | -2 | -0.5 | -1
CCOC(=O)CC(NC(=O)Cn1nnc(-c2ccccc2Cl)n1)c1ccc(OC)cc1 (stereo not given) | . | -1 | 0 | -1 | -8 | 0.2 | -1 | -4 | -3.5 | 5
Cc1cccc(NC(=S)NCCc2ccccc2)c1C | -4 | 7 | -1 | 0 | . | -1.6 | -2 | 2 | -0.5 | 2

From PubChem BioAssay
